Screens deposited in PubChem BioAssay by National Center for Advancing Translational Sciences (NCATS).
ERG-DNA inh = qHTS for Small Molecule Inhibitors of the ERG Ets/DNA interaction. Transcriptional regulator ERG (Homo sapiens), P11308. fluorescence polarization, His-ERG Ets domain / labelled DNA. Potency, µM (top dose mostly 76.9 µM), without a hit: top-dose FP activity, negative = inhibition, most hits filed as inhibitors. 370,000 tested, 0.028% active. AID 624246, 2012; active = well fitted inhibition curve with a large enough effect in the polarisation, with a control signal flat; inconclusive = small, poorly fitted or top-dose-only effect, or effect the other way, or a change in a side signal; inactive = no such curve, though single readings can be large or run the other way; the % refers to the polarisation;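 note: polarization taken with two DNA probes labelled with fluorescein and Texas red; potency is the fitted concentration of half-maximal effect; % of control where 0% means no effect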
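His-tagged ERG Ets domain (1 uM in the protein solution; 300mM KCl, 50mM Tris-HCl, 1mM EDTA, 1mM DTT, pH 7.5) received compound, then a probe mix of 5 nM fluorescein-DNA and 100nM Texas-615-DNA. Fluorescence polarization was read for both dyes.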
BLM inh = qHTS Assay for Inhibitors of Bloom's syndrome helicase (BLM); Potency, µM (titrated, usually from 56.1 µM), without a hit: at the top dose activity change, negative = inhibition, actives largely listed as inhibitors; recombinant BLM DNA unwinding, fluorescence dequenching; 350,000 tested, 0.2% active; RecQ-like DNA helicase BLM (Homo sapiens), P54132; AID 2528, 2010;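 note: potency is the fitted concentration of half-maximal effect; plate controls were vehicle for no effect and no enzyme for full effect; nearly all actives have a fitted effect of over 35% in size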
POLI inh = qHTS for Inhibitors of Polymerase Iota. DNA polymerase iota (Homo sapiens), Q9UNA4. Pol iota fluorescent replication assay, 10 min. Potency, µM (titrated, usually from 115 µM), without a hit: at the top dose activity, negative = inhibition, most hits filed as inhibitors. 390,000 tested, 1% active. AID 588590, 2011; note: potency is the fitted concentration of half-maximal effect
Target sequence (Q9UNA4 whole entry, looked up): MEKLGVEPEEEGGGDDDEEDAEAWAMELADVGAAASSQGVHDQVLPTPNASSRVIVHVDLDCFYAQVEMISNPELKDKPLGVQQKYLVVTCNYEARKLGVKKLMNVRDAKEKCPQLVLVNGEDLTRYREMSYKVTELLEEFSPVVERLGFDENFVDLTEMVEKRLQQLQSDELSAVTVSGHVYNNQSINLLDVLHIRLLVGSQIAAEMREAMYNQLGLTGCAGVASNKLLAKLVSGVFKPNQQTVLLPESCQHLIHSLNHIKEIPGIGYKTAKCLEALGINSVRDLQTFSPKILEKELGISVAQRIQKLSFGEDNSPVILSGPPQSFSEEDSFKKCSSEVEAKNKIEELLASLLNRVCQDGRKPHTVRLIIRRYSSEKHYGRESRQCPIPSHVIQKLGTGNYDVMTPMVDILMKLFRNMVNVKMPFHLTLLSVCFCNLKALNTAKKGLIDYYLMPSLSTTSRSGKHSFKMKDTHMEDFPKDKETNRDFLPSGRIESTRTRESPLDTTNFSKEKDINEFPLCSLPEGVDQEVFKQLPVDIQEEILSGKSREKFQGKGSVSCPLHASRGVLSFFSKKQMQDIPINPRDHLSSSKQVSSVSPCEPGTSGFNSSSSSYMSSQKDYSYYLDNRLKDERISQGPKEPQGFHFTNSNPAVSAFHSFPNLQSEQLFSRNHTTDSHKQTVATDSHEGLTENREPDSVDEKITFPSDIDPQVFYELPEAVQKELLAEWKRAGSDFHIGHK
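Fluorescent replication assay read twice, at 0 min and 10 min after adding 50 nM (final) substrate. Enzyme (10 nM) and compounds were first incubated 15 min at room temperature; enzyme-free buffer wells were negative controls.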
POLK inh = qHTS for Inhibitors of Polymerase Kappa. DNA polymerase kappa (Homo sapiens), Q9UBT6. purified Pol kappa, fluorescent DNA synthesis assay, 10 min. Potency, µM (titrated, usually from 107 µM), inactives show at the top dose activity, negative = inhibition, usual class: inhibitors. 400,000 tested, 0.53% active; note: potency is the fitted concentration of half-maximal effect; % is set by controls: 0 for no effect and ±100 for the full control effect
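10 nM Pol kappa preincubated 15 min at room temperature with compounds, then reaction started with substrate at 50 nM final. Fluorescence read kinetically at 0 and 10 min; buffer-only wells served as negative control.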
ALOX12 inh = Primary qHTS assay for inhibitors of human arachidonate 12S-lipoxygenase (ALOX12): Round 2. Potency, µM (doses to about 108 µM), without a hit: at the top dose activity change, negative = inhibition, most hits filed as inhibitors. purified 12hLO, xylenol orange hydroperoxide absorbance. 580,000 tested, 1.1% active; note: potency is the fitted concentration of half-maximal effect; % is set by controls: 0 for no effect and ±100 for the full control effect
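Hydroperoxide product was detected by ferrous iron/xylenol orange as the 573 to 405 nm absorbance ratio. Arachidonic acid at 40 uM (final) was turned over for 30 min at room temperature by 150 nM human 12hLO, pH 7.0 Hepes buffer, after 15 min compound preincubation.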
Pol beta inh = qHTS Assay for Inhibitors of DNA Polymerase Beta; Pol beta primer extension/strand displacement, fluorescence kinetic; Potency, µM (series often up to 114 µM), without a hit: at the top dose activity change, negative = inhibition, hits mostly inhibitors; 340,000 tested, 1.3% active; note: potency is the fitted concentration of half-maximal effect; % is set by controls: 0 for no effect and ±100 for the full control effect
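10 nM enzyme + cpd, 15 min RT; start with substrate 50 nM final; read 0 min and after 10 min RT. Corrected, normalized data; 4-parameter Hill curve fit.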
APEX1 inh = qHTS Assay for Inhibitors of the Human Apurinic/apyrimidinic Endonuclease 1 (APE1); 350,000 tested, 0.35% active; DNA repair nuclease/redox regulator APEX1 (Homo sapiens), P27695; Potency, µM (top dose mostly 65.8 µM), without a hit: top-dose activity change, negative = inhibition, usual class: inhibitors; recombinant APE1, TAMRA/BHQ-2 abasic DNA cleavage fluorescence;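 note: potency is the fitted concentration of half-maximal effect; plate controls were vehicle for no effect and reference inhibitor for full effect; nearly all actives have a fitted effect of over 55% in size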
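Readout is kinetic fluorescence (ex 525, em 598 nm) from cleavage of 50 nM TAMRA/BHQ-2 THF abasic duplex by 0.75 nM APE1, compound added 15 min beforehand at RT.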
TRHR ag = qHTS for Small Molecule Agonists and Allosteric Enhancers of Human TRH Receptor: Primary Screen for Agonists | Thyrotropin-releasing hormone receptor (Homo sapiens), P34981 | TRHR cells, calcium flux fluo-8, FDSS agonist mode | activation, % at 2 µM | 360,000 tested, 0.18% active | AID 493084, 2011; in the data active = activation above about 30%; note: 0% is about no effect
Target sequence (P34981 whole entry, looked up): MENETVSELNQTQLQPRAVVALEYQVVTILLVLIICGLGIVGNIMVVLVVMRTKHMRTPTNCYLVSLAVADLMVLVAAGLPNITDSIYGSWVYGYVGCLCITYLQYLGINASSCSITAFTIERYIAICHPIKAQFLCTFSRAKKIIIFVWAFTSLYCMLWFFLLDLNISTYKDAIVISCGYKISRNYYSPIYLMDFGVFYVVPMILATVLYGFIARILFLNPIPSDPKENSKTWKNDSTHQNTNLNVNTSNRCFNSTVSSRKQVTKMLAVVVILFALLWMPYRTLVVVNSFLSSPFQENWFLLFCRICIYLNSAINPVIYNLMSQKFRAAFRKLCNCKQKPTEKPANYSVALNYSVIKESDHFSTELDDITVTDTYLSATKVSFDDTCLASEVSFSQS
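TRHR-expressing cells loaded with fluo-8 calcium dye; 23 nL library compound pin-transferred, kinetic FDSS fluorescence (Ex 480/Em 530) recorded about 180 s for agonist-induced calcium release, before a 10 nM TRH EC20 addition for potentiator mode.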
Apoferritin bind = qHTS Assay for Identification of Novel General Anesthetics | Ferritin light chain (Equus caballus), P02791 | apoferritin/1-aminoanthracene competitive binding, fluorescence | Potency, µM (titrated, usually from 77.5 µM), for the others: top-dose activity change, negative = displacement, hits mostly inhibitors | 350,000 tested, 0.074% active; note: potency is the fitted concentration of half-maximal effect; % is set by controls: 0 for no effect and ±100 for the full control effect; nearly all actives have a fitted effect of over 20% in size
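Concentration-response curves derived by four-parameter Hill fitting of normalized fluorescence, where compounds displaced 1-AMA from 10 uM horse apoferritin following a brief 10 min room-temperature incubation; propofol titration acted as positive control.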
Active calls of the source: *; ? = inconclusive; . = not tested or not shown; [ ] = dose if it differs, or a comment. Unless noted, calls come from the whole dose curve; as a rule, active = well fitted curve in the direction sought with a large enough effect; inconclusive = small, poorly fitted or top-dose-only effect, or another doubt; inactive = no such curve, though single readings can be large; an effect the other way counts as inactive or inconclusive. Only part of the results is shown; rates above refer to the full screens.

SMILES | ERG-DNA inh | BLM inh | POLI inh | POLK inh | ALOX12 inh | Pol beta inh | APEX1 inh | TRHR ag | Apoferritin bind
CC(C)(C)OC(=O)C[C@H]1C/C=C\C[C@@H](CC(=O)NCCO)C(=O)N2CCC[C@H]2COC1=O | 1% | . | ? | -20% | -3% | . | 4% | . | .
Cc1ccc(-n2ncc(C(=O)NCc3ccco3)c2C2CCN(C(=O)OC(C)(C)C)CC2)cc1 | -2% | -4% | 18% | 1% | -4% | 0% | . | 0.1 | -12%
COC(=O)c1sccc1NC(=O)c1cccc(F)c1 | 1% | . | 12% | 6% | 7% | . | . | . | .
CCCCn1c(SCC(=O)c2ccc3c(c2)OCCO3)nnc1-c1ccco1 | -3% | 0% | 11% | -20% | -22% | -9% | -2% | -1.1 | -14%
CN(C)CCCN(C(=O)c1cccs1)c1nc2ccc(F)cc2s1 | -13% | -2% | 0% | 3% | -22% | 26% | . | 2.6 | -13%
COC(=O)c1ccc(N2CCN(CC(=O)c3ccc(-c4ccccc4)cc3)CC2)c([N+](=O)[O-])c1 | -11% | -4% | 9% | 0% | 0% | 18% | -6% | -0.4 | -18%
O=c1[nH]c2cc3c(cc2cc1CN(CCCO)Cc1nnnn1Cc1ccc(F)cc1)OCO3 | -1% | 3% | 17% | -9% | 8% | 10% | 1% | -0.2 | 3%
CCc1ccc(C(=O)N2CCC(c3nc(-c4ccc(S(=O)(=O)N5CCCC5)cc4)no3)CC2)cc1 | -2% | -3% | 0% | -4% | 0% | 19% | . | 0.5 | -10%
CCCCCCC12CCC(C(=O)O)(CC1)CC2 | . | 2% | . | . | . | 16% | 3% | -0.1 | 4%
CC(=O)Nc1ccc2nc(-c3ccc(Br)o3)[nH]c2c1 | 23% | -11% | ? | ? | -16% | 5% | -12% | 0.8 | -3%
COc1ccc(NC(=O)CC2C(=O)N(Cc3ccccc3)C(=S)N2CCN2CCOCC2)cc1 (centres undefined) | 4% | -8% | 157%[activator] | -2% | -10% | 2% | -3% | 1.2 | -13%
O=c1c(C=NCCN2CCNCC2)c(-c2ccccc2)[nH]n1-c1ccc([N+](=O)[O-])cc1 | . | 1% | . | . | . | 1% | 1% | -0.1 | -10%
COc1ccc(N2CCN(CC(O)COc3ccccc3C(C)(C)C)CC2)cc1 (centres undefined) | 2% | -11% | -13% | 0% | ? | -20% | . | 0.9 | -2%
COc1ccc(CC2(CO)CCN(Cc3ccc4nsnc4c3)CC2)cc1 | 0% | -5% | 37%[activator] | 0% | 0% | -1% | 0% | 0.8 | -10%
COc1ccc(C2=NN(CC(=O)Nc3ccccc3C)C(=O)CC2)cc1 | -11% | 2% | 6% | -3% | 0% | 4% | -2% | -0.5 | ?
CC1CN(c2ccc(C(=O)c3ccccc3C(=O)O)cc2[N+](=O)[O-])CC(C)O1 (centres undefined) | -2% | -2% | 8% | 0% | -4% | -26% | -1% | 0.9 | -4%
CC(C)(C)OC(=O)NCCCCCNC(=O)c1ncn(Cc2ccccc2)c1C(=O)NCCCCCNC(=O)OC(C)(C)C | 20% | . | 48% | -7% | ? | . | -12% | . | .
CC(C)CNC(=S)N1CCN(C(c2ccccc2)c2ccccc2)CC1 | -2% | -7% | -6% | -20% | -9% | 0% | -2% | -0.2 | -1%
CCCNC(=O)CNC(=S)N(Cc1cc(OC)c(OC)c(OC)c1)C1CCCC1 | -1% | 0% | 16% | -3% | -4% | 12% | 0% | 0.0 | -4%
Cc1c(C(=O)N2CCN(S(C)(=O)=O)CC2)oc2ccccc12 | -12% | 0% | ? | 0% | -11% | -9% | 1% | -0.7 | 0%
Cc1cccc(CNC(=O)CN2CC(C)Sc3ccccc32)c1 (centres undefined) | -1% | -2% | 7% | -12%[60.1 µM] | -14% | 0% | . | -0.2 | -11%
CN(C)C(=O)c1ccc(NC(=O)CSc2nnc(-c3cccs3)n2N)cc1 | -17% | . | -5% | 6% | -5% | . | 7% | 0.5 | .
CCc1ccc(NC(=O)Cn2c(=O)n(CCc3ccccc3)c(=O)c3sc4ccccc4c32)cc1 | 0% | 0% | 12% | -4% | -14% | 37% | . | -1.3 | 3%
O=C(Nc1cccc(-c2ccc(F)cc2)c1)C1CCCN(C(=O)c2cscn2)C1 (centres undefined) | -4% | -3% | 30%[activator] | -10% | 0% | -1% | 26% | -1.0 | -17%
CC1(C)CC(=O)C=C(c2ccc(OC(F)(F)F)cc2)C1 | 10% | . | ? | -2% | -1% | . | 10% | -0.8 | .

2 of these compounds, set out differently.
mol,ERG-DNA inh,BLM inh,POLI inh,POLK inh,ALOX12 inh,Pol beta inh,APEX1 inh,TRHR ag,Apoferritin bind
Cc1cccc(CNC(=O)CN2CC(C)Sc3ccccc32)c1 (centres undefined),-1%,-2%,7%,-12%[60.1 µM],-14%,0%,.,-0.2,-11%
Cc1c(C(=O)N2CCN(S(C)(=O)=O)CC2)oc2ccccc12,-12%,0%,?,0%,-11%,-9%,1%,-0.7,0%

(further entries)
SMILES | ERG-DNA inh | BLM inh | POLI inh | POLK inh | ALOX12 inh | Pol beta inh | APEX1 inh | TRHR ag | Apoferritin bind
COc1cccc(CNC(=O)Cn2c(=O)n3nc(-c4cccc(C)c4)nc3c3ccccc32)c1 | -2% | -7% | 6% | -10%[60.1 µM] | -29% | -1% | . | 0.1 | -10%
CC(C)c1ccc(N2C(=O)C3C4C=CC(CC4)C3C2=O)cc1 (centres undefined) | 2% | 1% | 0% | -6% | 32% | 12% | 8% | 0.8 | ?
C#CCSc1nc(C)cc(C(=O)OCC)c1C#N | 1% | -2% | 8% | 0% | -15% | -1% | -4% | 0.5 | -4%
Cc1ccc(C(=O)N2CCC(C(N)=O)CC2)cc1NC(=O)c1nsc2ccccc12 | 0% | -1% | -11% | -12%[60.1 µM] | -12% | 1% | . | -0.1 | -11%
Cn1cccc1/C=N/NC(=O)Cn1cnc2ccccc21 | -8% | -1% | 0% | -14% | 0% | 49% | -2% | -0.6 | -9%
Clc1ccc2c(SCC3CO3)c3ccccc3nc2c1 (centres undefined) | -4% | . | ? | -9% | -24% | . | . | . | .
Cc1ccccc1C(=O)Nc1cccc(-c2nnc(SCC(=O)O)n2C)c1 | -8% | -13% | 10% | -5% | ? | 17% | 22% | 0.0 | -11%
COC(=O)c1ccc(CSc2nnnn2-c2ccccc2)o1 | 9% | -4% | -2% | -7% | 0% | 20% | 7% | -0.2 | -19%
CCOC(=O)C(Cc1ccc(O)cc1)NC(=O)CNC(=O)C(CC(C)C)NC(=O)OC(C)(C)C (centres undefined) | -2% | -2% | 11% | -7% | -11% | 0% | 2% | -0.2 | -7%
CCOC(=O)c1cn(C2CC2)c2c(F)c(F)c(F)cc2c1=O | -5% | 3% | 100%[activator] | -6% | -14% | -1% | 2% | -1.3 | 0%
Cc1cc(N2CCN(c3ccc([N+](=O)[O-])c4cccnc34)CC2)c2ccccc2n1 | -12% | -7% | 151%[activator] | -5% | . | 16% | 0% | -1.5 | -12%
Nc1ncc2[nH]c(N)nc2n1 | -3% | . | 35%[activator] | -5% | 6% | . | . | . | .
O=C(/C=C/c1ccccc1Cl)NNC(=O)c1ccncc1 | 1% | . | 32%[activator] | -2% | 112%[activator] | . | 48%[activator] | -0.3 | .
Cc1ccccc1CNC(=O)Cn1nc(C)c2nn(-c3ccc(Cl)cc3)c(C)c2c1=O | -5% | -5% | -14% | 1%[60.1 µM] | -30% | 9% | . | -0.6 | -10%
CN(C)Cc1ccccc1-c1ccc2ncnc(NCc3ccccc3)c2c1 | . | 5% | . | -6%[60.1 µM] | ? | . | 3% | . | -20%
CCc1ccc(NCc2cc3cc(OC)c(OC)cc3n(CC(=O)Nc3ccc(F)cc3)c2=O)cc1 | 2% | -10% | 15% | 3% | 129%[activator] | -11% | . | 3.8 | 140%[activator]
Cc1ccc(Cl)cc1N1CCN(S(=O)(=O)c2ccc3c(c2)OCCO3)CC1 | -6% | -7% | -10% | -8% | 0%[57.4 µM] | 0% | -4% | 0.1 | -13%
Cc1cccc(-c2nc(SCC(=O)N3CCc4ccccc43)c3c(=O)n(C)c(=O)n(C)c3n2)c1 | 1% | -3% | 18% | -1%[60.1 µM] | -6% | -1% | . | 1.2 | 0%
Cc1cc(/C(N)=N/OC(=O)c2cccc(Cl)c2)no1 | -4% | -5% | -33%[58.9 µM] | -11% | -11% | 89µM* | 0% | 0.1 | -5%
O=c1[nH]c2ccccc2cc1CN(CC1CCCO1)S(=O)(=O)c1ccc(Cl)cc1 (centres undefined) | 0% | -6% | 90%[activator] | -12% | -9% | 40% | -25% | 0.9 | -3%
COc1ccc2nc(Nc3sc4c(c3C(N)=O)CCCC4)sc2c1 | -8% | -4% | 6% | -27% | 22µM* | 17% | 6% | 3.2 | -4%
CCC(Oc1ccccc1)C(=O)Nc1ccccc1N1CCCC1 (centres undefined) | -1% | -7% | 29% | -11% | . | 12% | -19% | 0.0 | -19%
CCCNS(=O)(=O)c1cccn1-c1ncc(C(F)(F)F)cc1Cl | -8% | -1% | 20% | -9% | ? | -2% | -2% | -1.0 | ?
CSc1cccc(-n2ccc(=O)c(C)c2C)c1 | 1% | -3% | 84%[activator] | -5% | 15% | 15% | 45% | 0.2 | 2%
